rad50: NCI yeast anticancer drug screen, S. cerevisiae rad50 strain | hit rate 10% among 79,000 | growth inhibition, % at 50 µM | AID 155;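 note: 0% = growth of vehicle-only cultures of the same strain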
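A DNA repair-deficient yeast mutant serves as the test organism; compound-induced growth inhibition is calculated against vehicle-treated cells.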
sgs1 mgt1: NCI yeast anticancer drug screen, S. cerevisiae sgs1 mgt1 strain; hit rate 10% among 78,000; AID 161; growth inhibition, % at 50 µM;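 note: 0% = growth of vehicle-only cultures of the same strain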
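Read-out: growth inhibition vs vehicle controls. Cells: mutant yeast strain deficient in DNA damage repair.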
bub3: NCI yeast anticancer drug screen, S. cerevisiae bub3 mutant strain; % growth inhibition at 50 µM; hit rate 9.9% among 78,000; AID 167;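 note: 0% = growth of vehicle-only cultures of the same strain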
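In this screen, a yeast mutant lacking normal mitotic checkpoint function is challenged with compound. Relative growth versus vehicle gives the inhibition value.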
cln2 rad14: NCI yeast anticancer drug screen, S. cerevisiae cln2 rad14 strain; hit rate 8.3% among 78,000; growth inhibition, % at 50 µM; AID 165;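 note: 0% = growth of vehicle-only cultures of the same strain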
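Readout is yeast growth inhibition versus vehicle-treated controls, using a strain with cln2 and rad14 alterations exposed to compound.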
mec2-1: NCI yeast anticancer drug screen, S. cerevisiae mec2-1 strain; growth inhibition, % at 50 µM; hit rate 9% among 79,000; AID 157;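 note: 0% = growth of vehicle-only cultures of the same strain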
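Cells of the genetically defined mec2-1 yeast strain are incubated with test compound. Inhibition of growth is calculated against vehicle-treated controls.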
mlh1 rad18: NCI yeast anticancer drug screen, S. cerevisiae mlh1 rad18 strain | % growth inhibition at 50 µM | hit rate 11% among 79,000;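 note: 0% = growth of vehicle-only cultures of the same strain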
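Yeast w/ defined DNA-repair lesions; compound exposure; growth vs vehicle controls → % inhibition.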
An asterisk follows results filed as active; nt = no result given; & = joins results of further samples. Cut-off read from the data, not from the text of the source: active = growth inhibition above about 70%; inactive = the rest.

Start of the listing, in advance, four compounds:
SMILES	rad50	sgs1 mgt1	bub3	cln2 rad14	mec2-1	mlh1 rad18
CC1CCc2ccccc2O1 (stereo not given)	9.3	-4.4	6.1	11.2	8.9	-2.6
CC(=O)Nc1nnc(C)o1	-0.8	-1.6	10.3	-40.6	-3.5	-2.0
C#CC1(NC(=O)c2ccccc2C(=O)Nc2cccc(C(F)(F)F)c2)CCCCC1	-12.9	-14.2	-20.1	11.3	-19.1	-14.2
ClC1CCCOC1c1ccccc1 (stereo not given)	-0.2	-3.7	-4.8	2.1	-31.8	3.1

The listing, repeating the preview:
SMILES	rad50	sgs1 mgt1	bub3	cln2 rad14	mec2-1	mlh1 rad18
CC1CCc2ccccc2O1 (stereo not given)	9.3	-4.4	6.1	11.2	8.9	-2.6
CC(=O)Nc1nnc(C)o1	-0.8	-1.6	10.3	-40.6	-3.5	-2.0
C#CC1(NC(=O)c2ccccc2C(=O)Nc2cccc(C(F)(F)F)c2)CCCCC1	-12.9	-14.2	-20.1	11.3	-19.1	-14.2
ClC1CCCOC1c1ccccc1 (stereo not given)	-0.2	-3.7	-4.8	2.1	-31.8	3.1
CC(C)(c1ccccc1)[Si](c1ccccc1)(c1ccccc1)c1ccccc1	30.1	9.9	-6.8	3.2	-7.0	0.7
COc1c(NC(C)=O)c2ccccc2c2ccccc12	-6.8	-43.0	-4.3	-24.4	-8.0	7.2
Cc1cccc(-n2c(=S)[nH]c3c(sc(=O)n3-c3ccccc3C)c2=O)c1	-13.9	-1.9	-7.8	4.0	-14.6	-29.4
CCOC(=O)CCc1nc2ccc3ccccc3c2c(=O)[nH]1	-34.8	7.3	-3.5	-10.3	5.5	7.2
COc1cc(-c2cc(=O)c3c(OC)c(OC)c(OC)cc3o2)c(OC)c(OC)c1OC	38.0	3.0	-6.2	-12.9	10.6	-36.8
Cc1ccc(S(=O)OC2C3CC4CC(C3)CC2C4)cc1 (stereo not given)	6.7	0.2	1.2	30.8	10.3	0.8
CCOC(=O)/C(=C\c1ccc(F)cc1)C(C)=O	91.8*	93.0*	92.1*	89.0*	93.8*	91.9*
O=C(CSc1nc2ccccc2[nH]1)NCCO	-7.2	-9.5	10.3	19.0	4.2	-14.7
CCN(CC)C1=C/CC/C(c2ccccc2)=N/N=C\1c1ccccc1	-15.3	10.7	14.8	7.7	3.3	20.3
Nc1ncnc2c1ncn2CC(O)CO (stereo not given)	-1.1	-15.8	-21.2	-32.6	-15.4	-4.6
O=[N+]([O-])C(CO)(CO)CO	11.1&-11.3	6.8&-6.0	2.6&-2.5	3.5&-22.4	1.9&-6.2	2.6&-7.2
Cc1ccc(O)c(C(c2cc(C)ccc2O)c2cc([N+](=O)[O-])ccc2O)c1	90.9*	40.5	91.8*	90.8*	93.1*	91.3*
O=C(O)C12CC3CC(CC(F)(C3)C1)C2	-11.3	-27.6	-17.5	-2.8	-16.4	-33.5
C[N+]1(C)CC2C3C=C(I)C(C3)C2C1 (stereo not given)	26.8	15.2	11.9	48.4	17.4	26.1
NC1=NC(=O)[C@H](CSCc2ccccc2)N1C(=O)OCc1ccccc1	-9.2	-6.3	-10.8	35.1	14.2	9.3
CC(C)(C)C1COC(c2ccccc2)(c2ccccc2)C1 (stereo not given)	-24.6	8.7	-2.4	-26.5	-1.6	-15.3
Cc1cc(Cc2ccc3c(c2)OCO3)ccc1OCC(=O)O	15.1	15.6	20.8	13.4	18.3	23.8
COC(=O)c1cc(-c2ccccc2Cl)n2c(N)nnc2n1	21.6	32.6	-20.3	-6.2	-3.1	7.1
COc1cccc(N=N/C(=N\NC(=O)c2cc(Br)ccc2O)c2ccc(N(CCC#N)CCC#N)cc2OC)c1	72.0*	34.5	39.4	20.9	48.9	76.2*
Cc1ccc(NC(=O)Nc2cccc(Cl)c2)c(C)c1	-4.8	1.4	7.2	-20.4	-11.2	4.4
N#CC(=Nc1ccccc1)c1cccc(Br)c1	34.5	18.9	21.4	15.4	5.0	28.4

An excerpt from above, showing only mec2-1, sgs1 mgt1 and bub3.
SMILES	mec2-1	sgs1 mgt1	bub3
Cc1cc(Cc2ccc3c(c2)OCO3)ccc1OCC(=O)O	18.3	15.6	20.8
COc1c(NC(C)=O)c2ccccc2c2ccccc12	-8.0	-43.0	-4.3
O=C(O)C12CC3CC(CC(F)(C3)C1)C2	-16.4	-27.6	-17.5
C[N+]1(C)CC2C3C=C(I)C(C3)C2C1 (stereo not given)	17.4	15.2	11.9
CC(C)(C)C1COC(c2ccccc2)(c2ccccc2)C1 (stereo not given)	-1.6	8.7	-2.4

Following part.
SMILES	rad50	sgs1 mgt1	bub3	cln2 rad14	mec2-1	mlh1 rad18
CCC1=C(C(C)=O)[C@@H]2CCCCC(C(=O)OC)[C@@H]2C1=O (stereo not given in full)	-38.7	-20.8	8.7	19.7	-20.3	-3.7
C/C(=N/O)c1ccc2c(c1)C(=NO)c1cc(/C(C)=N/O)ccc1-2	89.9*	94.2*	93.5*	93.7*	94.7*	91.0*
O=C(c1ccccc1)n1c2ccccc2c2ccccc21	9.6	17.6	26.2	-1.0	-3.3	26.2
CCOC(=S)SSC(=S)NCCNC(=S)SSC(=S)OCC	70.7*	79.8*	2.5	73.1*	36.5	76.4*
CCCC(C)CC(=O)O (stereo not given)	9.2	11.6	10.0	-60.9	14.3	12.3
O=C(CC(C#Cc1ccccc1)c1ccccc1)c1ccccc1 (stereo not given)	-6.3	-20.1	9.8	-4.8	-4.8	-9.8
CCCCCCCCCC=O	-2.0	-11.5	23.7	10.6	8.0	6.8
Nc1cc(C(F)(F)F)ccc1F	2.5	-9.0	6.7	-5.6	-13.8	27.4
Cc1cc2nc(/C=C/c3nc4cc(C)c(C)cc4[nH]3)[nH]c2cc1C	-0.1	33.5	25.4	24.1	-30.4	14.8
O=C1CC2CCC(C1)S2	-18.1	-15.4	-3.0	16.1	-28.6	-33.0
COc1cc(/C=C(\NC(=O)c2ccccc2)c2nc3ccc([N+](=O)[O-])cc3[nH]2)cc(OC)c1OC	19.6	20.6	17.9	-34.7	10.8	-5.4
COC(=O)/C([O-])=C(\C(=O)OC)[n+]1cc(Br)cc2ccccc21	4.2	31.6	56.8	-9.5	1.9	-7.4
Clc1ccc(Cl)c(-c2nc3ccccc3[nH]2)c1	5.0	10.0	-2.4	-57.0	5.6	3.4
CC1(C)CC(OS(C)(=O)=O)CC(C)(C)N1O	13.6	0.7	11.4	21.8	-4.2	32.8
C[Si](C)(CCC(=O)O)O[Si](C)(C)CCC(=O)O	99.5*	99.5*	99.5*	98.2*	99.7*	99.2*
CC(C)(c1ccc(O)cc1)c1ccc(O)c(C(=O)O)c1	3.0	nt	nt	nt	-8.8	23.1
N=c1ccc2c(c1)[nH]c1c3ccccc3[nH]c3cccc2c31	81.8*	89.1*	88.3*	90.0*	84.0*	87.0*
CC(=O)OC1CC2(c3ccccc3)C(=O)c3ccccc3N2O1 (stereo not given)	27.2	-11.8	10.2	-12.7	-16.6	19.6
COC(=O)CS(=O)(=O)CCS(=O)(=O)CC(=O)OC	-0.4	4.7	60.1	-1.2	11.9	20.4
O=C1c2ccccc2N2OC3(N4CCOCC4)CCCC3C12c1ccccc1 (stereo not given)	57.5	45.3	60.0	25.9	21.9	48.5
CCC(=O)c1ccc([N+](=O)[O-])cc1	-14.2	-24.7	1.9	-59.4	-18.2	-10.2
CSc1nc2c(c(O)c(C)c(=O)n2C2OCC(OC(C)=O)C(OC(C)=O)C2OC(C)=O)c(=O)n1C (stereo not given)	10.6	-15.7	2.2	2.9	-26.5	-1.3
Cc1ccc(OCC(=O)O)c(Br)c1	-10.7	5.2	-2.8	-26.3	-3.8	0.6
Cc1ccc(N=Nc2ccc(C)cc2NC(=O)Nc2cc([N+](=O)[O-])ccc2F)cc1	13.4	-4.6	-4.3	-5.9	-16.1	-5.4
CC(=O)NC1=C(Oc2ccc(C)cc2)C(=O)c2ccccc2C1=O	41.6	3.5	13.8	-51.4	8.1	25.4
SMILES	rad50	sgs1 mgt1	bub3	cln2 rad14	mec2-1	mlh1 rad18
Cc1ccc(S(=O)(=O)OCCN(CCO)c2cn(C(c3ccccc3)(c3ccccc3)c3ccccc3)c(=O)n(C(c3ccccc3)(c3ccccc3)c3ccccc3)c2=O)cc1	-2.1	3.7	-4.3	-6.8	17.8	24.3
CCC(C)(CCC(C)C)c1ccncc1 (stereo not given)	-3.5	-0.1	-0.8	-8.4	9.3	3.0
CCC(=O)Nc1nc2c(ncn2C2OC(COC(=O)CC)C(OC(=O)CC)C2OC(=O)CC)c(=O)[nH]1 (stereo not given)	-11.6	18.5	6.8	6.2	5.2	-7.3
O=C1N2Cc3c4ccc5c3CN3C(=O)N6Cc7c(ccc(c7CN1C6(c1ccccc1)C23c1ccccc1)OCCOCCNCCOCCO4)OCCOCCNCCOCCO5 (stereo not given)	-31.1	-34.2	-16.2	3.4	-26.2	-30.1
COC(=O)/C=C/c1ccncc1	-6.1	-28.0	1.0	6.3	-33.4	-6.6
O=C(O)c1ccccc1SC(Sc1ccccc1C(=O)O)c1ccc2c(c1)OCO2	11.3	2.9	33.6	-11.6	-11.9	28.0
COc1ccc(C(C)=O)c(OC(=O)c2ccccc2)c1OC(=O)c1ccccc1	5.0	-12.1	1.1	-3.0	10.2	-0.9
COc1cc2c3c(c1)-c1c(ccc(OC)c1Oc1nnnn1-c1ccccc1)CC3N(C)CC2 (stereo not given)	30.4	28.9	27.8	52.4	26.2	80.5*
CNCC(=O)NC(CO)C(=O)NC(CO)C(=O)NC1C(C(N)=O)OC(n2ccc(N)nc2=O)C(O)C1O (stereo not given)	13.3	8.8	23.9	38.5	10.3	24.3
COc1nc(NC2OCC(O)C(O)C2O)c(Cl)c(=O)n1C (stereo not given)	-15.4	11.4	10.2	30.4	-3.7	-7.8
COc1cc2c(cc1OC)C(C)P(C)(=O)CC2=O (stereo not given)	-9.4&7.0	-8.1&0.5	-6.8&-2.4	4.2&-0.9	-5.8&1.4	-16.4&9.1
CN(C)C(=O)c1ccccc1C(=O)O	3.9	-0.6	1.8	44.5	-15.4	7.0
C[N+]1=C(/C=C/Nc2ccc(Cl)cc2)C(C)(C)c2ccccc21	-2.4	-10.4	-1.8	-2.5	6.2	9.5
Cc1ccc(NC(=O)CC#N)c(C)c1	-11.8	-17.9	-0.7	-40.9	-10.2	4.0
CC(C)(C)CNCCCBr	-19.9	-9.1	30.8	-13.3	-4.8	8.2
OC(c1ccccc1)C(O)c1ccccc1 (stereo not given)	24.1&22.8&5.8	11.1&1.9&4.4	15.7&11.6&9.4	9.2&-19.2&-9.2	14.8&-6.3&-4.5	2.4&11.9&20.1
CCCCCCCCCCCCCC(=O)OCC(=O)c1ccc(-c2ccccc2)cc1	23.1	32.5	11.4	29.9	4.2	27.8
CC1(O)CC2C(CC1SC1CC3C(CC1(C)O)C3(C)C)C2(C)C (stereo not given)	-48.3	-45.8	-51.7	-26.4	-33.5	-33.0
C/C(=N\N(c1ccccc1)c1ccccc1)c1c(O)cc(C)oc1=O	-25.8	12.9	3.0	-27.4	8.2	14.8
O=C1c2ccccc2C(=O)N1CCOCCOCCN1C(=O)c2ccccc2C1=O	-8.2	-17.0	-2.7	-20.7	-6.0	20.4
CCOC(=O)c1ccc(=O)n2c1[nH]c1ccccc12	9.1	-15.5	-2.8	-0.5	-5.7	-5.5
Cc1cc2c(C(C)C)c(O)c(O)c(C=Nc3cccc(O)c3)c2c(O)c1-c1c(C)cc2c(C(C)C)c(O)c(O)c(C=Nc3cccc(O)c3)c2c1O	27.8	44.0	50.8	46.1	26.0	58.3
O=C(C#CC(=O)[O][Sn]([c]1ccccc1)([c]1ccccc1)[c]1ccccc1)[O][Sn]([c]1ccccc1)([c]1ccccc1)[c]1ccccc1	99.1*	99.5*	99.0*	98.4*	99.5*	99.2*
OC(CCc1ccco1)CCc1ccco1	19.9	11.5	10.7	1.4	6.6	14.1
CCOC(=O)c1ccc(N=C(N)N)cc1	23.0	19.8	17.2	11.0	9.8	19.6
CC(=O)OC1CCC2(C)C(=CC(C3C=C4CC(OC(C)=O)CCC4(C)C4=C3C3CC5OC6(CCC(C)CO6)C(C)C5C3(C)CC4)C3=C2CCC2(C)C3CC3OC4(CCC(C)CO4)C(C)C32)C1 (stereo not given)	91.3*	90.7*	74.2*	-4.2	45.0	82.5*
O=c1[nH]c2ccccc2c(N=Cc2ccccc2)c1-c1ccccc1	-7.0	-4.6	-12.1	-26.8	-20.6	-0.4
C=Cc1nc(N)nc(-c2ccc(C)cc2)n1	92.3*	92.6*	86.0*	49.2	91.3*	95.2*
CCOC(=O)C1=C(C(=O)c2ccc(C)cc2)C(c2ccc(Cl)cc2Cl)C(C(=O)c2ccc(C)cc2)=C(C(=O)OCC)N1	14.2	30.4	36.5	30.4	5.4	43.8

Screening results: PubChem BioAssay, NCI
